Compound activity as filed in PubChem BioAssay.
CSM14.1 death rescue – rescue of cells from ER stress-induced death, primary screen, 384-well, CSM14.1, thapsigargin, ATP luminescence (AID 1222) | CSM14.1 thapsigargin-induced death rescue, ATP luminescence; higher % means a stronger effect | one-dose cellular ATP content (survival), % at 20 µM; EC50 in µM for titrated hits | 190,000 tested, under 10 active;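 active means EC50 below 50 µM in the dose-response confirmation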;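 further: death triggered by thapsigargin at about 15 µM added after 2 h compound pretreatment; cell ATP read after overnight thapsigargin exposure of roughly 18 to 22 hours; normalized against plate controls of thapsigargin alone and 5% DMSO vehicle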
T cell modulator – modulators of CD8 T cell-vesicle binding, primary screen, mouse 2C CD8+ T cells, flow cytometry; 330,000 tested, 0.068% active; calls only at 7 µM; AID 2052, 2009; 2C CD8+ T cell-vesicle binding; hits give low values;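 active means response, share of CD8 T cells binding vesicles, and their 90th percentile fluorescence all below set limits, cut at about 80% in these data, passing the limit was not always enough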
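System: murine 2C transgenic CD8+ T lymphocytes; also added: QL9-loaded Drosophila micro-vesicles; times: binding 1.5 h at 37 °C; measured by: flow cytometry, PE anti-B7-1 (FL2) versus Alexa647 anti-CD8 (FL8), PFA-fixed; control set: Peptide-free naked vesicles (low) and QL9 vesicles with 0.7% DMSO vehicle (high)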
Dynein transport – inhibitors of GR-EGFP nuclear translocation, primary screen, dynein cargo transport inhibitor project, imaging, high-content, 3617.4 mouse cells; test concentration mostly 20 µM; stimulated with dexamethasone, 1 µM; hits give low values; z-score, hits read low; 220,000 tested, 0.47% active;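 active means plate z-score of nuclear minus cytoplasmic receptor signal below a set negative limit, without overly bright fluorescence or cell loss, cut at about -3.5 in these data, passing the limit was not always enough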;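 further: z-score of nuclear minus cytoplasmic ring GR-EGFP intensity difference per well; some compounds called inactive have numbers as strong as hits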
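medium = tetracycline-free induction medium containing charcoal-stripped FBS | probe or stimulus = dexamethasone, 1.0 µM final | timing = 48 h induction, then 1 h compound, then 30 min agonist, 37 °C | detection = automated 10x imaging of fixed Hoechst-stained cells | read-out basis = nuclear versus cytoplasmic GR-EGFP signal, averaged per well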
Hep lipid drop – inhibitors of hepatocyte lipid droplet formation, primary screen, imaging, high-throughput imaging, BODIPY stain; 240,000 tested, 0.4% active; inhibition, % at 6.5 µM; AML12 mouse hepatocytes, oleate lipid droplets;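 active means lipid droplet intensity inhibited by at least 50%, with more than 500 cells counted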
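Material: mouse AML12 hepatocyte cell line, fixed after treatment; Timing: compound with oleate, overnight; Technique: high-content imaging of BODIPY-stained droplets and DAPI nuclei; Probe or stimulus: oleate, 100 µM final; Dosing: compound at 6.5 µM only.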
MT stabilize HCS – microtubule stabilizers in HeLa cells, primary screen, imaging, high-content imaging; HeLa tubulin immunostaining HCS, 24 h; share of cells brighter than vehicle mean+2SD; % tubulin-high responders, % at 10 µM; 200,000 tested, 0.83% active;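 active means plate Z-score above 3 for both tubulin-high and condensed-nucleus cell shares, with cell loss under 80%, at 10 µM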;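 further: anti alpha tubulin signal scored within the nucleus-defined area of each cell; some results filed as inactive read as strong as hits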
Salmonella PhoP GFP – inhibitors of PhoP regulon expression, primary screen, Salmonella Typhimurium, GFP reporter (AID 1863); S. Typhimurium PhoP-regulated promoter GFP reporter, 4 h; higher % means a stronger effect; one-dose inhibition, % at 50 µM; IC50 in µM for titrated hits; 300,000 tested, 0.16% active;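 active means inhibition over 29.93%, a cutoff 3 SD above the screen mean, later confirmed by dose response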;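 further: 0% = low Mg2+ inducing control and 100% = high Mg2+ repressing control; strong numbers were not always called active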
Autophagy HCS – autophagy modulators in MEF cells, primary screen, imaging, high-content, MEF GFP-LC3. MEF GFP-LC3 puncta imaging; test concentration mostly 10 µM. calls only at 10 µM (by protocol). 190,000 tested, 0.98% active;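 active means percentage of spot-positive cells more than 3 SD above its plate mean, without a fluorescence outlier flag or 80% toxicity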;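 further: spot-positive cell cutoff set from DMSO-treated cells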
Ins promoter up – insulin promoter activators in MIN6 cells, imaging, high-content screening, mouse beta cells. 190,000 tested, 0.3% active. AID 1625, 2009. z-score at 5 µM. MIN6 insulin promoter-GFP reporter; hits give high values;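 active means z-score above 3 at 5 µM with at least 500 cells counted in the well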
b-catenin transl – modulators of beta-catenin nuclear translocation, primary screen, imaging, HeLa cells, immunofluorescence, high-content | nuclear translocation activity, % at 5 µM | AID 1665, 2009 | 190,000 tested, 0.3% active;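 active means nuclear translocation activity above 50% at 5 µM, with a well cell count of 50 or more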;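 further: per-cell ratio of nuclear to cytoplasmic median beta-catenin stain intensity; plate controls were DMSO negative control for no effect and GSK-3 inhibitor IX positive control for full effect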
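Signal – beta-catenin immunofluorescence imaging with DAPI · Test system – human HeLa cell line · Dosing – 5 µM primary single dose, 0.1% DMSO, 0.02–20 µM confirmation series · Measure – % activation, nuclear-to-cytoplasmic median beta-catenin signal ratio per cell · Incubation – 24 h compound exposure at 37°C, 5% CO2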
Dynein transport cytoplasmic EGFP – second read-out of Dynein transport, no call of its own (marks repeat the call); z-score; measured here: cytoplasmic GR-EGFP intensity; hits give high values
Dynein transport nuclear GR-EGFP – further read-out of Dynein transport, marked with its call; z-score; measured here: nuclear GR-EGFP intensity;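 lower value marks the stronger effect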
Dynein transport cell count – also measured in Dynein transport; calls as there; z-score; measured here: cell count per field
Ins promoter up cell count – recorded beside Ins promoter up, whose call it bears; cell count; measured here: cytotoxicity, nuclei count;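 total cells summed across four imaged fields per well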
Hep lipid drop cells 6.5 µM – recorded beside Hep lipid drop, whose call it bears; cell count; measured here: cell count, cytotoxicity flag;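 cells counted across two imaged fields per well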
b-catenin transl cell count 5 µM – also measured in b-catenin transl; calls as there; cell count; measured here: cell count, cytotoxicity flag
T cell modulator vesicle-bound % – also measured in T cell modulator; calls as there; double positive events, %; measured here: CD8+ vesicle-bound cell fraction;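 binding gate set so that unloaded-vesicle control wells show 10% double positive cells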
MT stabilize HCS Hoechst-high % – second read-out of MT stabilize HCS, no call of its own (marks repeat the call); % Hoechst-high responders; measured here: nuclear condensation Hoechst responders;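 share of cells brighter than vehicle mean plus two SD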
MT stabilize HCS cytotoxicity % – further read-out of MT stabilize HCS, marked with its call; toxicity, %; measured here: cytotoxicity by cell density;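 0% = mean cell density of plate MIN control wells and 100% = no cells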
Autophagy HCS cell loss 18 h – second read-out of Autophagy HCS, no call of its own (marks repeat the call); toxicity, %; measured here: cell loss, nuclei count;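 cell loss after 18 h compound exposure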
Active calls of the source: *; i = inactive; . = not tested or not shown.

mol	Ins promoter up	Dynein transport	b-catenin transl cell count 5 µM	Ins promoter up cell count	T cell modulator	T cell modulator vesicle-bound %	Salmonella PhoP GFP	Autophagy HCS cell loss 18 h	MT stabilize HCS cytotoxicity %	Hep lipid drop	b-catenin transl	Autophagy HCS	MT stabilize HCS	Hep lipid drop cells 6.5 µM	MT stabilize HCS Hoechst-high %	Dynein transport nuclear GR-EGFP	Dynein transport cell count	CSM14.1 death rescue	Dynein transport cytoplasmic EGFP
CCCN(Cc1cc2ccc(C)cc2[nH]c1=O)C(=O)c1ccccn1	.	-0.57	.	.	i	27	11%	6	13	.	.	i	2.0	.	2.7	-0.12	0.39	-0.8%	-0.19
O=C(NCCCN1CCOCC1)c1ccc(Sc2cccc(Cl)c2)c([N+](=O)[O-])c1	.	-0.39	1142	.	i	4	-4%	-3	7.5	-14	1.4	i	3.6	607	2.0	-0.29	1.4	1.3%	-0.25
CCSc1nnc(NC(=O)CC(C)C)s1	-0.04	-0.19	987	1215	i	32	0%	12	7.2	19	-0.3	i	5.7	689	1.1	0.21	1.8	-0.8%	-0.39
COc1ccc(N2CCN(c3nc(=S)n(-c4ccccc4)c(C)c3C(C)=O)CC2)cc1	0.05	-0.57	1093	1194	i	38	18%	5	21	2	-1.9	i	1.2	645	0.2	0.036	0.86	-1.8%	0.059
CCOCCCNC(=O)c1c[nH]c2ccc(C)cc2c1=O	-0.15	-0.013	1248	1019	i	46	5%	0	5.7	21	-1.0	i	3.6	717	2.6	-0.27	1.2	0.3%	-0.21
CC(=O)Nc1ccc(NC(=O)Nc2ccc3c(c2)N(C)C(=O)CS3)cc1	0.41	0.57	1156	1023	i	66	-3%	4	5.7	-12	-1.7	i	2.1	618	2.8	0.58	-0.4	-1.7%	-0.28
CCOC(=O)c1[nH]c2ccccc2c1NC(=O)CC(C)C	-0.47	-1.2	1184	1090	i	44	-4%	.	.	6	-0.6	.	.	694	.	-0.45	0.78	.	-0.86
COCCN(C(=O)C1CC1)c1nnc(-c2ccc(C)cc2)s1	-0.01	-0.51	1351	1585	i	43	23%	-3	2.2	.	0.3	i	3.0	.	1.8	-0.99	0.4	-1.1%	-0.27
COc1ccc(NC(=O)CSc2nc(-c3ccncc3)nn2CC(=O)N2CCCC2)cc1	-0.45	0.82	1007	1331	i	42	-9%	4	9.7	.	-8.5	i	2.8	.	3.4	0.63	0.63	-3.0%	-0.21
CCC(=O)N1CCc2cc(S(=O)(=O)N3CCN(c4ccccn4)CC3)ccc21	-0.27	-0.47	1091	896	i	33	7%	-8	0.6	-3	-0.4	i	1.6	792	0.7	0.35	0.11	2.3%	-0.23
C=CCNC(=O)C1(c2ccccc2)CC1(Cl)Cl (stereo unspecified)	0.5	0.1	893	1227	i	53	2%	2	5.8	-16	-0.4	i	4.7	640	2.6	-0.1	-0.0054	-0.2%	-0.32
CC(=O)Nc1cccc(-c2nn[nH]n2)c1	-0.92	0.87	1265	1113	i	24	-7%	.	.	3	-1.0	.	.	667	.	1.2	-2.6	.	-0.11
CCn1ncc(/C=C/C(=O)NCc2cnn(C)c2C)c1C	-0.08	-0.029	1003	1472	i	14	-7%	1	1.9	.	-4.0	i	2.1	.	1.6	0.28	-0.39	2.7%	-0.19
COc1cc2c(cc1OC)CN(C(=O)c1ccc(OC)c([N+](=O)[O-])c1)CC2	-0.44	0.054	1312	1226	i	22	-6%	.	.	4	-0.4	.	.	703	.	0.2	0.47	.	-0.2
COc1ccc(S(=O)(=O)NCC(=O)N(CC(=O)NCC2CCCO2)c2ccccc2C)cc1 (stereo unspecified)	-0.6	-0.79	.	1300	i	55	1%	0	6.0	-4	.	i	2.9	631	1.5	-0.17	0.51	.	-0.17
CC(C)CCNC(=S)Nc1ccc2nc3n(c(=O)c2c1)CCCCC3	-0.5	-0.41	951	1263	i	20	7%	10	2.0	-1	2.2	i	2.9	703	2.7	0.65	0.25	-3.8%	-0.19
Cn1c(=O)c2cc(S(=O)(=O)NC(C(=O)Nc3cccc(F)c3)c3ccccc3)ccc2n(C)c1=O (stereo unspecified)	1.1	-0.54	1111	916	i	18	7%	13	9.6	.	8.7	i	3.6	.	5.1	-0.31	0.49	-1.3%	-0.26
O=C(NC1(C(F)(F)F)C(=O)Nc2c1c(=O)[nH]c(=O)n2Cc1ccccc1)c1ccc(Cl)cc1Cl (stereo unspecified)	.	-1	.	.	i	10	-4%	1	1.0	.	.	i	2.7	.	1.8	-1	0.39	-1.8%	-0.23
O=c1[nH][nH]c(-c2ccccc2)c1C=Nc1ccc(Cl)cc1	-0.01	-0.18	1354	1525	i	56	8%	0	2.4	.	0.0	i	1.7	.	2.1	-0.2	0.46	-1.0%	-0.21
O=C(Nc1cccc(C(F)(F)F)c1)c1cccnc1NCCc1ccccc1	-0.14	-0.66	1115	1429	i	34	22%	16	7.6	-36	-0.8	i	5.5	644	2.0	-0.32	-0.39	-1.7%	-0.03
O=C(Cn1cc([N+](=O)[O-])cn1)Nc1nc2ccccc2s1	0.55	0.66	1130	1954	.	.	9%	40	3.7	36	-3.8	i	3.7	608	2.7	0.23	-0.26	-2.0%	-0.1
CCSc1nc2ccc(C)cc2cc1C#N	0.16	2.8	1550	1598	i	46	-3%	12	11	0	0.7	i	5.5	664	1.7	0.38	0.98	2.0%	-0.37
O=C1[C@@H]2C(c3cccnc3)=NO[C@@H]2C(=O)N1c1ccc(Br)cc1	-0.14	-2.4	1184	1415	i	58	-4%	.	.	14	-2.7	.	.	715	.	-0.97	0.43	.	-0.048
O=C(O)c1csc(-n2nc(-c3ccccc3)cc2C(F)(F)F)n1	0.19	-0.77	1478	1454	i	42	-4%	11	4.6	-1	-0.4	i	1.5	600	1.3	-0.29	0.32	0.9%	-0.33
O=C(Nc1ccccc1)N1N=CCC1c1ccccc1 (stereo unspecified)	0.08	-0.58	1038	1573	.	.	-9%	8	5.0	-19	-0.3	i	1.5	646	1.8	-0.096	0.22	0.0%	-0.27
CCOC(=O)C1CCN(C(=O)Nc2ccc3c(c2)nc(C)n3C)CC1	0.51	-0.27	1000	1194	i	28	0%	-2	5.3	-12	0.1	i	4.1	725	2.2	-0.17	0.87	2.3%	-0.23
CCOc1cccc2sc(NN)nc12	-0.13	-1.2	998	1380	.	.	3%	16	2.9	9	-0.8	i	1.3	656	1.1	-0.48	1	.	-0.26
O=c1c2nccnc2[nH]c(=S)n1Cc1ccccc1	.	-0.34	1129	.	i	45	-5%	5	3.9	-4	-0.6	i	2.0	707	1.8	-0.24	0.5	-2.0%	-0.2
Cc1nc2ccccc2nc(C)c1=NOCc1cccc(F)c1	-0.11	-0.17	1115	1202	i	44	-7%	10	0.2	-15	-0.5	i	3.1	673	1.5	0.14	0.033	0.1%	-0.18
COc1cc2c(cc1NC(=O)COC(=O)[C@@H](NC(=O)c1ccccc1F)C(C)C)oc1ccccc12	-0.39	0.58	1081	1383	i	50	2%	35	5.3	23	0.2	i	4.0	581	1.6	0.88	-1.3	-3.0%	-0.21
COC(=O)c1c(N2C(=O)[C@H]3[C@@H](C2=O)[C@]2(C(=O)Nc4c(C)cccc42)N2CCC[C@@H]32)sc(C)c1C	0.19	0.62	916	1107	i	53	-9%	-5	9.1	42	-0.5	i	6.2	599	4.5	0.51	-0.2	-5.4%	0.34
COCCN1C(=O)N[C@@H](c2ccc(Br)cc2)C(C(=O)OC)=C1C	0.09	-0.27	.	1380	i	17	10%	6	5.8	-20	.	i	2.3	692	2.2	0.17	0.69	-2.5%	-0.23

Looked up by structure from the entries so far (2):
mol	Ins promoter up	Dynein transport	b-catenin transl cell count 5 µM	Ins promoter up cell count	T cell modulator	T cell modulator vesicle-bound %	Salmonella PhoP GFP	Autophagy HCS cell loss 18 h	MT stabilize HCS cytotoxicity %	Hep lipid drop	b-catenin transl	Autophagy HCS	MT stabilize HCS	Hep lipid drop cells 6.5 µM	MT stabilize HCS Hoechst-high %	Dynein transport nuclear GR-EGFP	Dynein transport cell count	CSM14.1 death rescue	Dynein transport cytoplasmic EGFP
O=c1c2nccnc2[nH]c(=S)n1Cc1ccccc1	.	-0.34	1129	.	i	45	-5%	5	3.9	-4	-0.6	i	2.0	707	1.8	-0.24	0.5	-2.0%	-0.2
COc1ccc(N2CCN(c3nc(=S)n(-c4ccccc4)c(C)c3C(C)=O)CC2)cc1	0.05	-0.57	1093	1194	i	38	18%	5	21	2	-1.9	i	1.2	645	0.2	0.036	0.86	-1.8%	0.059
